# Screening data: PubChem, several laboratories
# CDK5 inh: CDK5/p35 (human) kinase inhibition; Q00535+Q15078; Recombinant CDK5/p35, ADP-Glo luminescence, 60 min; inhibition, % at 10 µM; 0.01% of 330,000 active; AID 488839;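 active means highest replicate inhibition of at least 50% and at least 75% of replicates reaching 50%; inconclusive means only one of the two criteria met; inactive means both criteria failed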;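 further: plate controls were DMSO neutral control for no effect and GW8510 at 10 µM for full effect; many of its hits are not listed in these tables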
# Target sequence (Q00535 whole entry, looked up): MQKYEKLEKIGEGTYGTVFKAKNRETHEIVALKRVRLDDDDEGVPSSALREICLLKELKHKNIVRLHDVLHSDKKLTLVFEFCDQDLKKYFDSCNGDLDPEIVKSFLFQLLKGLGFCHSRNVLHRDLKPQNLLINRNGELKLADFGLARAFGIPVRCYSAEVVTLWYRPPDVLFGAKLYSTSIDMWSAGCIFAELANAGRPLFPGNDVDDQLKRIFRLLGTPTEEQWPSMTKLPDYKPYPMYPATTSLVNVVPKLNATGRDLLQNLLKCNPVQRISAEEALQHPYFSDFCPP
# Target sequence (Q15078 whole entry, looked up): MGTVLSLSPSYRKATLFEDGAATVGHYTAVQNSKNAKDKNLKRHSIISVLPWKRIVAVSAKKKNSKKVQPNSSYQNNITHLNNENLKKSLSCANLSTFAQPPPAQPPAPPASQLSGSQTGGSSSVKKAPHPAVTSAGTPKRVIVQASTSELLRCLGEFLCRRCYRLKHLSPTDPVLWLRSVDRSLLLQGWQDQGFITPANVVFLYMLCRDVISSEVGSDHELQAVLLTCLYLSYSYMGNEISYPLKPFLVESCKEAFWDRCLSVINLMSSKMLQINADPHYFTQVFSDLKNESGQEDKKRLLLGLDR
# HTR5A inv ctr: counter-screen for OPRM1-OPRD1 inverse agonists: human HTR5A inverse agonism | P47898 | HTR5A cell line, luminescence | inhibition, % at 9.3 µM | 0.083% of 340,000 active | AID 504634; in the data active means inhibition mostly above about 23%, no sharp cut-off; inactive means mostly below about 18%;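 further: 0% = cells with DMSO and 100% = no-cell wells with DMSO; some compounds called inactive have numbers as strong as hits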
# Target sequence (P47898 whole entry, looked up): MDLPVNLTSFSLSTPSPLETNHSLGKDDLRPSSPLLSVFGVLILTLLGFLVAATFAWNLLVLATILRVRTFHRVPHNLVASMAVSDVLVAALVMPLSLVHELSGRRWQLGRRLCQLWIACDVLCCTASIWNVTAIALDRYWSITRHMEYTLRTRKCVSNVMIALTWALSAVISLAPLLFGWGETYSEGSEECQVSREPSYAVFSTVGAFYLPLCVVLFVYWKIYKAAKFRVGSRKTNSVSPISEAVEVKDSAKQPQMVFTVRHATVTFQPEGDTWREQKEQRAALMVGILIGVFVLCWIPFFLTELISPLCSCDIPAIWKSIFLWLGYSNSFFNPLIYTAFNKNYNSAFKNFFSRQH
# dFosB act: mouse delta FosB homodimer activation; P13346; purified delta FosB, TAMRA-CDK5 oligo fluorescence polarization; percent of positive-control signal above neutral wells; activation, % at 25 µM; 0.99% of 340,000 active; AID 493131;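 active means mean activation above about 17%, with every replicate also reaching it, limit read from the data, passing the limit was not always enough; inconclusive means only one of the two conditions met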;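 further: fluorescence polarization rise as delta FosB binds a TAMRA Cdk5 AP-1 oligo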
# Wnt act: Wnt/beta-catenin pathway activation; Wnt/beta-catenin reporter cell assay, activator, plate reader; activation, % at 9.35 µM; 1.2% of 300,000 active; AID 743398; in the data active means activation above about 30%, passing the limit was not always enough; inconclusive means no clear call, values can overlap the other calls;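 further: 0% = neutral control wells and 100% = positive control wells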
# SR-BI HDL uptake: mouse SR-BI HDL lipid transfer inhibition; ldlA[mSR-BI] CHO cells, DiI-HDL uptake fluorescence, 3 h; inhibition, % at 12.5 µM; 0.96% of 320,000 active;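 active means mean replicate inhibition of at least 70% and a set share of replicates each scoring 70 or more; inconclusive means meets just one of the two criteria; inactive means fails both criteria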;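 further: 0% = median of neutral control wells and 100% = median of positive control wells; values of inactives mirror those of a sister screen read the other way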
# MITF TRPM1 HTS: increases MITF-driven TRPM1 promoter luciferase signal | SK-MEL-5 TRPM1-promoter luciferase, 24 h; % of positive control, neutral wells = 0 | activation, % at 12.5 µM | 0.75% of 300,000 active;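 active means mean activation of at least 80% with every replicate also reaching 80%; inconclusive means mean reaches 80% but some replicate falls short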;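 further: 0% = neutral control wells and 100% = parthenolide positive control wells; values of inactives mirror those of a sister screen read the other way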
# NSD2 inh: inhibitors of human histone methyltransferase NSD2; O96028; NSD2 peptide methylation, AlphaScreen, 120 min; inhibition, % at 12.5 µM; 0.54% of 310,000 active; AID 743445; in the data active means inhibition above about 50%
# V-ATPase pHluor: yeast V-ATPase proton transport regulation by pHLuorin | S. cerevisiae, pHLuorin cytosolic pH fluorescence | response, % at 10 µM | 0.37% of 350,000 active; in the data active means response mostly above about 7.3%, no sharp cut-off; inactive means mostly below about 5.4%; further: actives read high; inactives centre near 0; some compounds called inactive have numbers as strong as hits; reference of the scale not given here
# PvdQ acylase: P. aeruginosa PvdQ acylase inhibition; purified PvdQ acylase, fluorescence plate reader; inhibition, % at 10 µM; 0.063% of 340,000 active; AID 488965; in the data active means inhibition above about 30%, passing the limit was not always enough; inconclusive means no clear call, values can overlap the other calls;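 further: 0% = vehicle neutral wells and 100% = reference inhibitor wells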
# HTR5A ag ctr: HTR5A agonism, opioid heterodimer counter-screen; HTR5A agonist assay, luminescence, cell-based; 0.61% of 340,000 active; AID 504692; activation, % at 9.3 µM; in the data active means activation mostly above about 9.5%, no sharp cut-off; inactive means mostly below about 7.6%;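 further: 0% = cells with vehicle only and 100% = reference agonist; strong numbers were not always called active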
# * marks the source's active call; other numbers are inactive results; ? = inconclusive; . = no result given. Outcome played no part in choosing rows. Share with any hit: about 5%.
SMILES,CDK5 inh,HTR5A inv ctr,dFosB act,Wnt act,SR-BI HDL uptake,MITF TRPM1 HTS,NSD2 inh,V-ATPase pHluor,PvdQ acylase,HTR5A ag ctr
Cc1ccsc1/C=N/NC(=O)CN1CCN(S(=O)(=O)c2ccc(Br)cc2)CC1,-1.6,-1.2,-4.5,.,28.4,1.7,4.7,-1.6,-3.4,-3.1
O=C(NCCN1C(=O)S/C(=C\c2ccccc2)C1=O)C1CCN(S(=O)(=O)c2cccs2)CC1,-1.8,13.7,-6.8,.,-23.6,32.5,17.9,-2.0,-5.9,-1.8
O=S1(=O)CCC(NS(=O)(=O)/C=C/c2ccccc2)C1 (centres undefined),-2.0,4.2,-8.5,.,-21.1,0.3,2.6,0.0,-2.4,4.3
CCC(c1nnc(SCC(=O)Nc2ccc(C(N)=O)cc2)n1Cc1ccccc1)N(C)C (centres undefined),-0.5,0.8,2.0,-0.6,-14.5,1.6,1.2,2.1,-10.4,0.9
O=C(COC(=O)c1ccccc1C(=O)c1ccccc1)NCc1ccc(F)cc1,-0.4,-0.9,-12.2,0.7,1.8,-0.3,-1.9,-2.2,-13.0,3.8
O=C(CSc1nc(-c2ccccc2)cs1)NCCCN1CCCC1=O,0.8,-14.1,4.4,-5.3,15.9,-12.8,-1.1,1.4,-6.1,5.1
O=C(/C=C/c1ccco1)N1CCN(S(=O)(=O)c2cccc([N+](=O)[O-])c2)CC1,-0.6,4.9,-1.6,-3.1,1.1,-16.0,1.4,-0.1,-2.8,-2.0
Cc1nnc(SCC(=O)NNC(=O)c2ccc(Cl)cc2)s1,-1.2,-12.5,-3.1,11.6,.,.,-3.8,-5.2,-5.1,4.4
CCC(=O)Nc1nnc(SCCN2CCOCC2)s1,0.4,10.5,-2.4,-4.0,1.8,60.8,1.2,0.5,-17.0,-3.7
COc1ccc2nc3oc(C(=O)N4CCC(C(N)=O)CC4)cc3cc2c1,-0.3,-21.1,-21.3,5.9,-14.1,-0.6,-0.2,10.4,3.8,-1.4
CC1(C)Cc2nc3sc(C(=O)NCCCO)c(N)c3cc2CO1,0.6,-16.0,-0.8,1.1,-16.1,.,.,-2.0,-9.2,0.0
CCc1cc(OCCCSc2nc(C)cc(=O)[nH]2)ccc1Cl,-3.1,-14.9,-9.3,.,-10.5,7.3,-0.4,1.2,-3.3,3.4
CC(C)(C)OC(=O)NCCCCCc1nnc(SCC(=O)Nc2cccc(Cl)c2)o1,2.0,6.7,-12.1,-6.4,16.8,-13.5,-0.3,-1.3,6.3,-2.6
CCOC(=O)c1oc2c(CN3CCN(CCO)CC3)c(O)c(CC)cc2c(=O)c1-c1nc2ccccc2s1,-0.8,-6.3,-4.5,-2.6,12.3,-3.2,2.6,0.2,3.1,2.4
COc1ccc(-c2cn(-c3ccc(SC(F)F)cc3)c3[n+]2CCC3)cc1OC,-0.3,5.9,0.6,.,-27.3,-7.2,1.8,1.6,-9.0,-2.2
CC1=CC(=O)C=C(C)C1=NOc1ccc([N+](=O)[O-])cc1,0.3,5.0,0.4,0.7,-8.8,-7.2,1.6,1.6,6.6,-1.8
CC(C)Cn1nnc2c(=O)oc3ccccc3c21,1.2,18.8,-3.4,.,-2.5,-2.4,-8.9,-3.3,-6.9,0.2
C=CCc1ccccc1OCCn1nnc2ccccc21,0.3,-7.5,-0.8,-1.2,4.8,5.8,0.5,-1.8,2.6,3.0
Cc1cc(Nc2ccc(Br)cc2)nc2ccccc12,0.1,-22.7,0.4,17.2,19.5,.,-4.6,-4.2,-3.2,5.1
COC(=O)c1nc2n(n1)C(c1cccc(Cl)c1)C1=C(CCCC1=O)N2 (centres undefined),-0.8,6.8,-7.0,-0.2,26.8,3.9,.,7.8,-3.3,-2.4
COc1cccc(CNC(=O)CCl)c1,1.0,13.9,1.1,-2.0,5.7,7.5,0.7,0.2,4.8,1.6
Cc1nn(-c2ccccc2)c(C)c1NC(=O)COC(=O)c1cc([N+](=O)[O-])ccc1NCCO,-0.3,-0.8,-8.2,-0.7,45.1,-8.7,1.7,-1.6,-2.1,-0.1
CCN(CC(=O)Nc1c(F)cccc1F)C(=O)c1ccc(COc2ccccc2)o1,1.1,3.9,-0.5,-0.3,0.2,-1.8,-1.8,-6.8,2.2,-1.6
COC(=O)CC1COc2ccccc2N1C(=O)c1ccc(OC)cc1 (centres undefined),-6.7,14.3,-6.9,.,-13.2,0.7,.,-0.5,-4.1,-5.5
O=C(Nc1ccc(N2CCOCC2)c(Cl)c1)c1ccc([N+](=O)[O-])o1,-1.2,-14.0,0.7,-25.3,48.9,-63.2,5.0,3.4,-12.1,5.0
SMILES,CDK5 inh,HTR5A inv ctr,dFosB act,Wnt act,SR-BI HDL uptake,MITF TRPM1 HTS,NSD2 inh,V-ATPase pHluor,PvdQ acylase,HTR5A ag ctr
Fc1ccccc1N1CCN(C(c2ccncc2)c2nnnn2C2CCCC2)CC1 (centres undefined),0.6,-8.4,-3.4,0.6,0.5,13.7,0.1,-2.1,-8.4,3.6
C[C@]1(C2CCCC2)Cc2cc(OCC(=O)O)c(Cl)c(Cl)c2C1=O,-1.1,-0.9,-4.3,-2.9,-7.3,0.1,.,0.1,-9.8,-0.4
Cc1ccc(C)c(S(=O)(=O)Nc2cccc(-n3cnnn3)c2)c1,2.9,0.0,-3.6,-0.8,-21.3,-10.0,-0.8,0.9,-0.7,-4.7
O=C(COc1cccc2c1CCNC2=O)NC1CCCCC1,1.7,9.3,-10.0,0.0,-58.5,5.4,7.3,4.3,-2.3,-3.4
Cc1ccccc1N1CCN(C2CCCN(C(=O)CCC(=O)N(C)C)C2)CC1 (centres undefined),-1.4,-2.4,7.2,-0.1,1.6,-1.5,1.7,-0.7,-11.1,0.7
Cc1cc(C)n2nc(C(=O)OCC(=O)Nc3ccc(C)c(F)c3)nc2n1,-0.1,-0.9,-5.7,1.4,-17.6,11.7,0.5,0.7,6.9,-0.7
Cc1ccc(CN2CCNC(=O)C2CC(=O)N(C)C2CCOCC2)cc1 (centres undefined),-0.5,5.8,-3.9,1.5,-21.8,-6.3,8.2,1.8,-8.1,-2.4
O=C(CNc1ccc(Cl)c(C(F)(F)F)c1)N1CCN(S(=O)(=O)c2ccccc2)CC1,-1.2,-8.7,-6.5,-2.3,-9.9,-3.4,3.2,-0.7,-9.5,2.3
COc1cc(C(=O)N2CCN(C(=O)COc3ccc4ccccc4c3)CC2)cc(OC)c1OC,-0.8,-4.6,-5.8,.,?,-0.6,0.0,-1.4,-13.7,1.3
Cc1ccc(C)c(N2CCN(C(=O)C3CCN(S(=O)(=O)c4c(C)noc4C)CC3)CC2)c1,3.6,20.6,-7.1,-1.1,51.5,-12.3,7.4,-3.8,8.2,-5.7
CSC(=S)NCc1cccnc1,2.0,-3.5,-3.9,-1.4,-14.7,14.2,-0.7,5.7,12.6,1.5
Cc1cccc(C(=O)N2CCC(=O)N(C(COCc3ccccc3)Cc3ccccc3)CC2)c1 (centres undefined),1.0,0.3,-14.1,-5.9,2.4,-1.1,.,-4.9,5.0,-3.4
COc1nc(Nc2ccc3c(c2)OCO3)nc(OC)n1,-0.4,-21.3,-1.3,-0.9,15.0,23.5,.,1.4,-1.3,7.3
Nc1nnn(CC(=O)N/N=C/C=C/c2ccccc2)n1,-2.5,-6.5,-8.5,16.8,-15.6,.,4.9,2.4,6.1,7.1
CCCc1ccc(OCc2ccc(C(=O)N/N=C/c3cccc([N+](=O)[O-])c3)o2)c(OC)c1,-2.0,5.7,10.6,.,45.9,-66.8,-4.0,1.0,-15.5,-0.6
CCN(C(=O)CSc1nc(C)nc2sc(C)c(C)c12)C1CCS(=O)(=O)C1 (centres undefined),-0.2,-3.3,-12.6,-2.8,9.5,-11.4,1.3,1.3,1.4,1.3
O=C(COc1ccc2cc(Br)ccc2c1)N1CCCC1,-0.9,1.1,-12.8,4.9,17.5,37.1,-2.9,1.4,3.2,2.1
Cc1ccccc1NC(=O)c1ccc(C)c(S(=O)(=O)N2CCN(C)CC2)c1,-0.8,-10.5,-8.4,-0.9,.,-0.7,3.7,0.3,-15.5,-2.6
COc1ccc(Cc2c3cc(OC)c(OC)cc3cc[n+]2C)cc1OC,0.4,-11.0,-4.9,.,-2.1,-6.8,.,-0.7,-4.7,0.6
COc1ccc(S(=O)(=O)N2CCCCCC2)cc1C(=O)N(C)Cc1cccs1,0.4,2.0,-5.6,2.8,-16.5,-9.6,19.7,-0.7,-3.2,-0.8
O=c1[nH]c(CN2CCN(c3ccc(O)cc3)CC2)nc2scc(-c3ccc(Cl)cc3)c12,0.2,-8.0,-10.1,-5.3,58.8,-43.1,-2.4,1.8,-3.5,2.5
CCSc1nnc(NC(=O)CSc2nc3c(c(=O)n2-c2ccccc2OC)SCC3)s1,-1.4,-16.8,4.6,.,1.4,-7.8,1.4,0.8,-9.4,3.3
Cc1cc(C)n2ncc(C(=O)O)c2n1,0.7,-39.8,-5.7,-1.8,10.9,4.4,-4.3,-3.0,-11.6,-1.4
CCNC(=S)NNC(=O)CCc1nc2cc(Cl)ccc2n(Cc2ccccc2)c1=O,2.3,10.6,-5.9,-0.4,.,-8.0,5.3,2.6,9.0,-3.7
CCOc1ccc(C(C)=O)cc1CN1C(=O)C(=O)N(CC)C1=O,-1.2,7.0,12.1,-3.0,-13.0,-22.8,0.2,-1.8,-7.0,2.4
SMILES,CDK5 inh,HTR5A inv ctr,dFosB act,Wnt act,SR-BI HDL uptake,MITF TRPM1 HTS,NSD2 inh,V-ATPase pHluor,PvdQ acylase,HTR5A ag ctr
COc1ccc(NC(=O)CS(=O)(=O)c2cn(CC(=O)N3CCCC3)c3ccccc23)c(OC)c1,0.7,0.3,-1.2,0.1,27.7,0.2,0.3,-3.4,-9.4,-0.1
Fc1ccc(C2NC(=S)NC3=C2N2CCC3CC2)cc1 (centres undefined),2.1,-18.9,-1.5,0.9,17.0,-3.6,-1.7,0.8,-14.6,8.2
CSc1ncccc1C(=O)OCC(=O)c1cccs1,-0.4,-9.8,-7.1,3.3,-11.8,1.5,-0.2,-0.6,-14.4,3.6
NC(=S)N/N=C/c1ccccc1[N+](=O)[O-],0.7,4.5,7.3,-1.4,12.7,10.3,0.3,-1.2,1.9,-1.6
CCOCCCn1c(SCc2nc3ccccc3s2)nc2ccccc2c1=O,-1.8,-25.3,-12.7,.,35.4,-4.0,-2.2,-0.9,-11.2,5.9
CC1CCc2onc(C(=O)NCc3ccco3)c2C1 (centres undefined),0.9,-21.5,-11.4,3.0,-3.1,16.8,-1.5,-1.3,-13.0,-1.6
CN(C)c1ccc(/C=C2\SC(=S)N(Nc3ncc(C(F)(F)F)cc3Cl)C2=O)cc1,-0.2,-10.0,-38.8,.,-11.1,.,-1.6,0.9,7.3,3.3

# Among those listed so far, these contain an NH in an aromatic ring:
SMILES,CDK5 inh,HTR5A inv ctr,dFosB act,Wnt act,SR-BI HDL uptake,MITF TRPM1 HTS,NSD2 inh,V-ATPase pHluor,PvdQ acylase,HTR5A ag ctr
CCc1cc(OCCCSc2nc(C)cc(=O)[nH]2)ccc1Cl,-3.1,-14.9,-9.3,.,-10.5,7.3,-0.4,1.2,-3.3,3.4
O=c1[nH]c(CN2CCN(c3ccc(O)cc3)CC2)nc2scc(-c3ccc(Cl)cc3)c12,0.2,-8.0,-10.1,-5.3,58.8,-43.1,-2.4,1.8,-3.5,2.5
